# RGS4 pot = potentiators or activators of RGS4. 0.92% of 310,000 active. AID 463111. B-score at 10 µM. HEK293 M3R/inducible RGS4, carbachol calcium flux Fluo4; active compounds read low;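 active = B-score of the integrated calcium signal more than 4 SD below the library mean, with starting fluorescence not abnormally high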;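 note: negative B-score means reduced calcium response which marks RGS4 activation or potentiation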
#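 test system = M3R-expressing HEK293 line, RGS4 induced by doxycycline | probe or stimulus = carbachol at ECmax as muscarinic agonist stimulus | timing = dye loading 30 min 37 °C, buffer rest 30 min RT | signal = calcium dye Fluo4 fluorescence | evaluation = B score from integrated fluorescence ratio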
# TMEM16A act = activates or potentiates the mouse TMEM16A chloride channel; Q8BHY3; AID 623877; B-score at 10 µM; 0.3% of 340,000 active; HEK293 TMEM16A/YFP-H148Q/I152L, iodide quench fluorescence; active compounds read low;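 active = fluorescence-ratio B-score plate-corrected deviation score at least 3 library SD below zero, with starting fluorescence score within 5 deviations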;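 note: channel opened by trigger with iodide after compound preincubation; score built on the fluorescence ratio of max minus min over baseline; more negative score means more quench and so TMEM16A activation or potentiation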
# MrgX1 allo act = allosterically activates human MrgX1 receptor signaling | 0.63% of 310,000 active | B-score at 10 µM | MrgX1-HEK293, Fluo-4 calcium flux, FDSS; active compounds read high | AID 588675 | Q96LB2;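 active = plate-corrected calcium response at least 3 library SD above typical, normal starting fluorescence, not activating the receptor alone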;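 note: compound read alongside a low EC10 to EC30 dose of BAM8-22 agonist; peak minus trough fluorescence over baseline measured at the second addition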
# KCNQ1 inh = inhibitors of human KCNQ1 potassium channel; 1.3% of 310,000 active; P51787; B-score at 10 µM; AID 2642; CHO-K1 KCNQ1, FluxOR thallium flux fluorescence; active compounds read high;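 active = compounds whose thallium flux B-score, printed positive for inhibition, exceeds three library SD while starting fluorescence stays within three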;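 note: channel opened by potassium depolarization with thallium stimulus after 20 min compound exposure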
# Target sequence (P51787 whole entry, looked up): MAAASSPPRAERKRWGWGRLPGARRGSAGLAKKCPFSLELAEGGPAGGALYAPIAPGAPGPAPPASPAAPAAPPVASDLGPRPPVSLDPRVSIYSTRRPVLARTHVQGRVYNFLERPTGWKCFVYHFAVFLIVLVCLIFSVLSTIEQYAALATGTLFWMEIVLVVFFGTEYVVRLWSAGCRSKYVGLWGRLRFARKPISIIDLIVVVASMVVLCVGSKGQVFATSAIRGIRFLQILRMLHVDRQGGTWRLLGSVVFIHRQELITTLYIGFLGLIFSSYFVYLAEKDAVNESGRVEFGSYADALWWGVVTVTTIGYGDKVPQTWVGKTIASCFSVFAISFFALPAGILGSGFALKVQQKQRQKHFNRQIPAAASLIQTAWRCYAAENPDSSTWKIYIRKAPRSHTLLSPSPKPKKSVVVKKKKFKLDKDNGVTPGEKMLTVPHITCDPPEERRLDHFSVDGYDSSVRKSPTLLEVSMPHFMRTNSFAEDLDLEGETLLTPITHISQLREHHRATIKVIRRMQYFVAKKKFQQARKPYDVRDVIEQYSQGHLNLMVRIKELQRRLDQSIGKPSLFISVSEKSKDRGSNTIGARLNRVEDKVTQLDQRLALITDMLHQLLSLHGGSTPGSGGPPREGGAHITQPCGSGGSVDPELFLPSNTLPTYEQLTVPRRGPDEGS
# ANO1 block = inhibitors of mouse TMEM16A calcium-activated chloride channel. Q8BHY3. HEK293 TMEM16A/YFP iodide influx fluorescence, ionomycin. normalized B-score (activity score, 25-100; higher = stronger inhibition) at 10 µM. 1.2% of 310,000 active;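 active = ratio plate-corrected score three or more library SD toward inhibition, starting fluorescence score within five deviations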;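 note: score derived from kinetic fluorescence span divided by baseline fluorescence per well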
# KCNQ1 act = potentiators or activators of human KCNQ1 potassium channel | P51787 | B-score at 10 µM | CHO-K1 KCNQ1, thallium flux FluxOR fluorescence; active compounds read high | 0.35% of 310,000 active | AID 2648;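 active = fluorescence ratio B-score, a plate-corrected score, at least three library SD, with initial intensity B-score within 5 SD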
#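 Assay system: CHO-K1 cells stably expressing KCNQ1. Medium: assay buffer for compound exposure, DMSO matched across wells. Timing: 37 °C overnight plating, 90-min dark dye load, 20-min compound pretreatment. Signal: kinetic FluxOR fluorescence, 10 s baseline plus 110 s post-stimulus.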
# KCNK3 block = human KCNK3 channel inhibition, primary screen; O14649; CHO-KCNK3 thallium flux, FluxOR fluorescence; active compounds read low; B-score at 10 µM; 0.84% of 340,000 active; AID 602410;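 active = B-score under library mean minus 4 SD, starting fluorescence ratio at most library mean plus 5 SD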;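 note: more negative B-score means stronger inhibition of thallium flux through KCNK3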
# Target sequence (O14649 whole entry, looked up): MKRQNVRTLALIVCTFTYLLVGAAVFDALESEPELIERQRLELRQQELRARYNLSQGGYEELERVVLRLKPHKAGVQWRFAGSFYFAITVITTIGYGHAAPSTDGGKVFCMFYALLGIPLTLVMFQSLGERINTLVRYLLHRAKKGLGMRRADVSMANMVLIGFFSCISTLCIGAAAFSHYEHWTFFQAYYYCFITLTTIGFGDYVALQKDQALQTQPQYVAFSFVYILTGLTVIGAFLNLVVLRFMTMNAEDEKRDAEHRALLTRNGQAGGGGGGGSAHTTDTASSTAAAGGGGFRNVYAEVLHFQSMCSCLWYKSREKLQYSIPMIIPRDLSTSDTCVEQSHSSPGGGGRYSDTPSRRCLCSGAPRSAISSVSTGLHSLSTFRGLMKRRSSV
# KCNK9 inh = blocks the human KCNK9 two-pore domain potassium channel | 1.2% of 310,000 active | Q9NPC2 | AID 488922 | B-score at 10 µM | HEK293 KCNK9, FluxOR thallium flux fluorescence; active compounds read low;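 active = ratio B-score over 3 SD below the library mean, with starting fluorescence within 5 SD of its mean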;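 note: negative B-score means less thallium flux so channel inhibition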
# hERG protect = compounds protecting human hERG from proarrhythmic drug block. Q12809. CHO-hERG, FluxOR thallium flux, dofetilide IC70 present. activation (rescue from dofetilide block), less the hit threshold, % at 10 µM. 0.51% of 310,000 active. AID 1511;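 active = activation above the mean of controls blocked by dofetilide plus 5 SD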;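 note: thallium influx through hERG after potassium depolarization seen as dye fluorescence rise; in these data hits start at about 4.7%; inactives centre near -7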
# MrgX1 ag = human MrgX1 receptor agonism, primary screen; MrgX1-HEK293 cells, Fluo-4 calcium fluorescence, agonist mode; active compounds read high; B-score at 10 µM; 0.44% of 310,000 active;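 active = calcium response B-score plate-corrected fluorescence ratio at least 3 library SD, with starting fluorescence B-score inside 5 SD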
#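 Test system: HEK293 cells stably expressing human MrgX1 receptor; Input: fifteen thousand cells per well; Dosing: compound delivered in addition one of three; Schedule: overnight seeding, then 1 h dark dye loading; Technique: Fluo-4 NW calcium fluorescence; Measure: B-scored fluorescence response ratio; Controls: positive and negative controls per plate.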
# RGS4 block = human RGS4 inhibition; HEK293 M3R/RGS4 inducible, Fluo-4 calcium flux; active compounds read high; triggered by carbachol at its EC20; B-score at 10 µM; 0.45% of 310,000 active; AID 463165;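 active = B-score, a plate-corrected calcium signal, over three deviations above library mean, with baseline fluorescence within five deviations of library mean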;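 note: RGS4 expression induced by doxycycline in cells with stable M3 receptor; B-score is computed from the integrated fluorescence ratio over baseline after carbachol; higher B-score means a larger calcium signal and so more RGS4 inhibition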
# Starred values were filed as active, the others as inactive; i = inactive.
Compound	MrgX1 allo act	KCNK9 inh	MrgX1 ag	KCNQ1 inh	TMEM16A act	RGS4 pot	hERG protect	RGS4 block	KCNK3 block	ANO1 block	KCNQ1 act
CCOC(=O)c1cc(C)n(CCCN2CCOCC2)c1C	i	i	i	i	i	i	-9	i	i	i	i
CCCC(=O)Nc1nc2ccc(NC(=O)c3ccc(Br)o3)cc2s1	i	i	i	i	i	i	-10	i	i	i	i
CCN1C(=O)/C(=C\N(C)C)c2ccccc21	i	i	i	i	i	i	-9	i	i	i	i
O=c1c2ccccc2nc2c3ccccc3cnn12	i	i	i	i	i	i	-17	i	i	i	i
Cc1ccc(S(=O)(=O)N(CC(=O)NCCSCc2ccco2)c2cc(C)ccc2C)cc1	i	i	i	i	i	i	-9	i	i	i	i
Cn1ncc2c(N3CCOCC3)ncnc21	i	i	i	i	i	i	3	i	i	i	i
CC(=O)OC1CC(C)(C)N(OC(=O)CCCN2C(=O)c3ccccc3C2=O)C(C)(C)C1	i	i	i	i	i	i	-6	i	i	i	i
CC(=O)Nc1ccc(S(=O)(=O)N2CCOCC2)cc1	i	i	i	i	i	i	-9	i	i	i	i
C=CCn1c(O)c(N=NC(=O)c2ccc3c(c2)OCO3)c2ccccc21	i	i	i	i	i	i	-3	i	i	i	i
O=C(C1=C(O)C(=O)N(CCOCCO)C1c1cccs1)c1cccs1 (centres undefined)	i	i	i	i	i	i	-2	i	i	i	i
CC(=O)Nc1ccc(NC(=O)C(C)OC(=O)c2ccccc2C(=O)c2ccc(Cl)c([N+](=O)[O-])c2)cc1 (centres undefined)	i	i	i	i	i	i	-9	i	i	i	i
Cc1cc(C)cc(NC(=O)CS(=O)(=O)c2ccccc2)c1	i	i	i	i	i	i	-1	i	i	i	i
COc1ccc(Nc2nc(-c3cccc([N+](=O)[O-])c3)nc3ccccc23)cc1	i	i	i	i	i	i	-10	i	i	i	i
O=C(Cn1nnc2ccccc21)NNC(=S)NC1CCCCC1	i	i	i	i	i	i	-5	i	i	i	i
CN(C)c1ccc(-c2ccc([C@H]3[C@@H]4C=CCC[C@@]4(C)C(=O)N3Cc3ccccc3)c(F)c2)cc1	i	i	i	i	i	i	-1	i	i	i	i
CC(C)N(Cc1ccccc1)S(=O)(=O)c1ccc(Cl)nc1	i	i	i	i	i	i	-15	i	i	i	i
CCCCN1CC(O)=C(c2nc3ccccc3[nH]2)C1=N	i	i	i	i	i	i	-20	i	i	i	i
COc1ccccc1NC(=O)Cn1nnc(C(=O)Nc2ccccc2)c1N	i	i	i	i	i	i	1	i	i	i	i
CCN(CC)C(=O)CSc1nnc2nnc3cc(Cl)ccc3n12	i	i	i	i	i	i	-12	i	i	i	i
C/C(=N/NC(=O)c1cccs1)c1cccc(NC(=O)C2CC2)c1	i	i	i	i	i	i	-3	i	i	i	i
O=C(CN(Cc1ccco1)C(=O)CNS(=O)(=O)c1ccc(Cl)cc1)NCc1ccco1	i	i	i	i	i	i	-4	i	i	i	i
O=C(c1ccc(Cl)c(NC2=NC3CS(=O)(=O)CC3S2)c1)N1CCN(c2ccccc2)CC1 (centres undefined)	i	i	i	i	i	i	-6	i	i	i	i
O=C(NCc1ccccc1)NC1CC2CCC(C1)N2Cc1ccco1 (centres undefined)	i	i	i	i	i	i	-12	i	i	i	i
COCC(=O)Nc1cc(C(=O)OC)cc(C(=O)OC)c1	i	i	i	i	i	i	-4	i	i	i	i
Clc1ccc(CN2CCC(c3nc4ccc(Cl)cc4[nH]3)CC2)cc1	i	i	i	i	i	i	-13	i	i	i	i
CCC(C(=O)OCC(=O)Nc1c(C)n(C)n(-c2ccccc2)c1=O)c1ccccc1 (centres undefined)	i	i	i	i	i	i	0	i	i	i	i
COc1ccc(C2c3c(ncn(CCN4CCOCC4)c3=N)Oc3ccc4ccccc4c32)cc1 (centres undefined)	i	i	i	i	i	i	-24	i	i	i	i
COC(=O)Cc1ccc(NC(=S)N2CCCCC2C)cc1 (centres undefined)	i	i	i	i	i	i	-13	i	i	i	i
Cc1ccc(-c2nn(-c3ccccn3)c(=O)c3ccccc23)cc1	i	i	i	i	i	i	-3	i	i	i	i
COc1ccc(NC(=O)CN2C(=O)NC(C)(c3ccc(C)cc3)C2=O)c([N+](=O)[O-])c1 (centres undefined)	i	i	i	i	i	i	-6	i	i	i	i
COc1ccc(-c2ccnc(SCC(=O)c3ccc(Br)cc3)n2)cc1	i	i	i	i	i	i	-11	i	i	i	i
CC1Cc2cc(/C(O)=C3/C(=O)C(=O)N(CCCn4ccnc4)C3c3ccncc3)ccc2O1 (centres undefined)	i	i	i	i	i	i	-8	i	i	i	i
COc1ccc(C(=O)/C=C/c2ccc(OCc3ccccc3)cc2)cc1CSCC(=O)O	i	i	i	i	i	i	-27	i	i	i	i
O=C(Nc1nnc(SCc2c(Cl)cccc2Cl)s1)C1CCCO1 (centres undefined)	i	i	i	i	i	i	-10	i	i	i	i
COC(=O)c1cc(COc2ccc3c4c(c(=O)oc3c2)CCCC4)c(C)o1	i	i	i	i	i	i	-11	i	i	i	i
O=C1NC2(CCC3(CC2)OCCO3)NN1c1ccccc1	i	i	i	i	i	i	-3	i	i	i	i
N#C/C(=C(/O)COC(=O)COc1ccc(Cl)cc1)c1nc2ccccc2[nH]1	i	i	i	i	i	i	-2	i	i	i	i
Cc1c(C(=O)NN)sc(-c2ccccc2)c1C#N	i	i	i	i	i	i	-9	i	i	i	i
Cc1cc(C(=O)Nc2cc(S(C)(=O)=O)ccc2Cl)no1	i	i	i	i	i	i	-15	i	i	i	i
CC(C)CC(c1nnnn1C(C)C)N1CCN(C(=O)c2ccco2)CC1 (centres undefined)	i	i	i	i	i	i	-9	i	i	i	i
C[C@H](NC(=O)c1nc[nH]c1C(=O)NCc1ccccc1)C(=O)OCc1ccccc1	i	i	i	i	i	i	-12	i	i	i	i
CCCn1nnc(NC(=O)c2cccc(OCc3ccccc3)c2)n1	i	i	i	i	i	i	-7	i	i	i	i
Cc1ccc(OCCNC(=O)c2ccccc2SCC(=O)N2CCCC2)cc1	i	i	i	i	i	i	-12	i	i	i	i
CCC1CCCCN1CCCNC(=O)CN1C(=O)COc2ccc(S(=O)(=O)N3CCOCC3)cc21 (centres undefined)	i	i	i	i	i	i	-6	i	i	i	i
Cn1cnc2c1c(=O)n(Cc1ccccc1)c(=O)n2C	i	i	i	i	i	i	-11	i	i	i	i
CCNC(=O)CN1C(=O)NC(Cc2ccccc2)(Cc2ccccc2)C1=O	i	i	i	i	i	i	-2	i	i	i	i
Cc1cccc(Nc2ncccc2C(=O)O)c1C	i	i	i	i	i	i	-4	i	i	i	i
Cc1noc(C)c1C(=O)Nc1sc(C)c(C)c1C#N	i	i	i	i	i	i	-7	i	i	i	i
O=C(/C=C/c1ccc(S(=O)(=O)NCc2ccco2)cc1)NCc1cccc(Cl)c1	i	i	i	i	i	i	-10	i	i	i	i
CC(=O)c1c(C(C)=O)c(C)n(-c2cccc3cccnc23)c1C	i	i	i	i	i	i	1	i	i	i	i
CCOc1ccc(C(=O)NCC(=O)N2CC=C(c3ccccc3)CC2)cc1OCC	i	i	i	i	i	i	-17	i	i	i	i
COc1cc(NC(=O)c2cc(-c3cccc(O)c3)on2)cc(OC)c1OC	i	i	i	i	i	i	-11	i	i	i	i
COc1ccc(CCC(=O)Nc2cc([N+](=O)[O-])ccc2OC)cc1	i	i	i	i	i	i	-4	i	i	i	i
O=C(Nc1nc2ccccc2s1)c1cnccn1	i	i	i	i	i	i	-11	i	i	i	i
O=C1c2ccncc2C(=O)N1C1CCCCC1	i	i	i	i	i	i	-4	i	i	i	i
COC(=O)C1=C(C)Nc2ncnn2C1c1ccco1 (centres undefined)	i	i	i	i	i	i	-7	i	i	i	i
COc1cc(OC)c(OC)cc1/C=N/Nc1ncnc2c1[nH]c1ccc(C)cc12	i	i	i	i	i	i	-13	i	i	i	i
CCCOc1ccccc1C1CC(=O)NC(C)=C1C(=O)OCC(C)C (centres undefined)	i	i	i	i	i	i	-3	i	i	i	i
COC(=O)c1ccccc1N/C=C1\CCc2c(c(C)nn2-c2ccccn2)C1=O	i	i	i	6*	i	i	-15	i	i	i	i
COc1ccc(/C=N/NC(=O)c2nonc2C)cc1	i	i	i	i	i	i	-7	i	i	i	i

# Going on with the list:
Compound	MrgX1 allo act	KCNK9 inh	MrgX1 ag	KCNQ1 inh	TMEM16A act	RGS4 pot	hERG protect	RGS4 block	KCNK3 block	ANO1 block	KCNQ1 act
CSc1nc2ccc3nc(NC(=O)c4cccs4)sc3c2s1	i	i	i	i	i	i	-4	i	i	i	i
Cc1ccc(SCc2nc3ccccc3n2CC(=O)Nc2c(C)cccc2C)cc1	i	i	i	i	i	i	-9	i	i	i	i
O=C(CCn1ccc2ccccc21)Nc1ccc(N2CCOCC2)cc1	i	i	i	i	i	i	-5	i	i	i	i
O=Cc1nc(-c2ccc(Cl)cc2)n2ccccc12	i	i	i	i	i	i	-5	i	i	i	i
CCN(C(=O)CN1C(=O)S/C(=C\c2ccccc2OC)C1=O)C1CCS(=O)(=O)C1 (centres undefined)	i	i	i	i	i	i	-9	i	i	i	i
COc1ccc(NC(=S)N2CCC(Cc3ccccc3)CC2)cc1	i	i	i	i	i	i	-7	i	i	i	i
CCN1CCN(Cc2ccc(NC(=O)c3ccc(C)c(NC(=O)C(=O)c4c[nH]c5ccccc45)c3)cc2C(F)(F)F)CC1	i	i	i	12*	i	-8.8*	-40	i	i	i	i
COCCN(CCOC)C(=S)Nc1cc(S(=O)(=O)N(C)C)ccc1C	i	i	i	i	i	i	-22	i	i	i	i

# Hits appear at their usual frequency. About 6.3% of those tested had a hit in this group.
